bIAP inhibitor: intestinal alkaline phosphatase (bovine) inhibition. inhibition, % at 20 µM. 190,000 tested, under 10 active. purified bovine IAP, CDP-star luminescence, 30 min. AID 1019;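 active = over 50% inhibition of intestinal alkaline phosphatase at 20 µM in the single-dose screen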
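Assay system – bovine IAP enzyme · Quantity – bovine IAP at 1/65,000,000 final dilution · Detection – CDP-star luminescence signal · Times – 30 min reaction at room temperature · Also added – CDP-star substrate at 30 µM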
STAT1 blocker: inhibitors of IFN-gamma induced STAT1 signaling | NIH 3T3 STAT1-luciferase reporter, luminescence | inhibition, % at 5.5 µM | hit rate 0.35% among 200,000;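 active = inhibition above a set limit, the mean inhibition across all tested compounds plus 3 SD, cut at about 34% in these data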;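 note: 0% = IFN-gamma with DMSO and 100% = IFN-gamma with 300 µM nifuroxazide; values of inactives mirror those of a sister screen read the other way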
PPARg SRC1 recr: promotes SRC-1 coactivator recruitment by human PPARgamma. PPARgamma-SRC-1 coactivator recruitment biochemical assay. activation, % at 8 µM. AID 631. hit rate 0.41% among 200,000; in the data active = activation above about 19%;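 note: 0% = DMSO and 100% = reference agonist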
ROMK primary: modulates human ROMK potassium channel activity. P48048. Tet-inducible ROMK, thallium flux fluorescence; actives lie on both sides. B-score at 10 µM. hit rate 2% among 130,000;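 active = signal ratio slope over the read window, or its plate-corrected B-score, at least 3 SD from the plate mean, either direction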;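 note: B-score of the F/F0 ratio slope over 7 to 12 s after thallium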
Target sequence (P48048 whole entry, looked up): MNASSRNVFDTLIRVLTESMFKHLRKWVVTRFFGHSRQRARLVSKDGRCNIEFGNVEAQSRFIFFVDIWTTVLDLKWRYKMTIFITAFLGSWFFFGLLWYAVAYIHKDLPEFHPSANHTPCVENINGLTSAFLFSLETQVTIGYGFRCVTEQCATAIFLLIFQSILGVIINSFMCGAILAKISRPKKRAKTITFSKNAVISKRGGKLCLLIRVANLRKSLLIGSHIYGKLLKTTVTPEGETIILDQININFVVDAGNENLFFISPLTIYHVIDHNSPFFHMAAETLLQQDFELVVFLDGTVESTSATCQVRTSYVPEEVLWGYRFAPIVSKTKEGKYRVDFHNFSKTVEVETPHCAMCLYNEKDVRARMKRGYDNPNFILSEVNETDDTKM
STAT3 activator: increases IL-6 driven STAT3 reporter signal. U3A cells, IL-6 STAT3-luciferase reporter, luminescence; 100% = signal with IL-6 EC80 alone. activation (% of control), % at 5.6 µM. hit rate 0.91% among 190,000;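 active = activation above the screen-wide mean of compound activation plus 3 SD, cut at about 130% in these data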;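 note: 0% = background luminescence of wells with medium and substrate only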
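Test system: STAT3-luciferase reporter U3A cells; Detection: reporter luminescence signal; Times: 1 h compound pre-exposure, 6 h IL-6 stimulation, 37 °C; Benchmarks: IL-6-only high control; Also added: IL-6 stimulus at 33 ng/mL final.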
PPARg SRC3 recr: agonists of human PPARgamma SRC-3 coactivator recruitment | activation, % at 8 µM | biochemical PPARgamma/SRC-3 coactivator recruitment assay | P37231 | AID 731 | hit rate 0.26% among 200,000; in the data active = activation above about 23%;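 note: 0% = DMSO and 100% = reference agonist; some compounds past the cut are filed as inactive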
STAT3 blocker: STAT3 signaling inhibition; inhibition, % at 5.5 µM; U3A cells, IL-6 STAT3-luciferase reporter, luminescence; host cell line lacks STAT1; hit rate 0.89% among 190,000;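 active = inhibition above the mean inhibition across all screened compounds plus 3 SD, cut at about 44% in these data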;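 note: 0% = DMSO only wells and 100% = 100 µM nifuroxazide control wells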
SRC2 TRFRET art: counter-screen for PPARgamma SRC-2 recruitment agonists: TR-FRET artefact. hit rate 0.4% among 200,000. hits give high values. TR-FRET ratio at 8 µM; in the data active = TR-FRET ratio above about 2000; note: inactives centre near 1500
bIAP activator: increases bovine intestinal alkaline phosphatase activity. purified bovine IAP, CDP-star luminescence, 30 min; hits give high values; fold of DMSO-control signal, blank-subtracted. activation factor at 20 µM. hit rate 0.17% among 200,000. AID 1016;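 active = activation factor of 2 or more at 20 µM, a signal rise over negative controls twice the positive control's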
TNAP act hi DEA: increases human TNAP activity under high phosphate acceptor concentration; P05186; purified TNAP, CDP-star luminescence, 1 M DEA, 30 min; hits give high values; 0 = EDTA background, 1 = DMSO-only activity; activation factor at 20 µM; 200,000 tested, under 10 active;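 active = activation factor at least 2 at 20 µM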
Target sequence (P05186 whole entry, looked up): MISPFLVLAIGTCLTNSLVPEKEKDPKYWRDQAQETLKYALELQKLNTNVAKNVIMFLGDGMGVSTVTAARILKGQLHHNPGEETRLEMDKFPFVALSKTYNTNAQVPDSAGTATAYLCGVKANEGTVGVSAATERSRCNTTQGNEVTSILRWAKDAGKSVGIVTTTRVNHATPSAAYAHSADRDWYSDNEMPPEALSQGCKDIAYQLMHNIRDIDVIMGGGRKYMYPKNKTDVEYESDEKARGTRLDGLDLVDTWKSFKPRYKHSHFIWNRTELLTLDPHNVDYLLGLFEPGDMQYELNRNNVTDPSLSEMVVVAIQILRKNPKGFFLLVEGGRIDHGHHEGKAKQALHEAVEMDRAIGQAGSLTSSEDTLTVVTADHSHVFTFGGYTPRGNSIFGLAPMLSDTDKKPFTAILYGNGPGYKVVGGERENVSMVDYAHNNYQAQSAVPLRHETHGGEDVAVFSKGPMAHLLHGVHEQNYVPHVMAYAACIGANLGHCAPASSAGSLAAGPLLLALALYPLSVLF
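Assay system: human TNAP; Input: enzyme diluted 1/800 final; Reagent: CDP-star luminogenic substrate at 100 µM final; Timing: 30 min, room temperature; Signal: luminescence; Evaluation: TNAP activation factor scaled between EDTA and DMSO control wells.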
PPARg SRC2 recr: promotes SRC-2 coactivator recruitment by human PPARgamma | P37231 | PPARgamma LBD-SRC-2 recruitment, biochemical | activation, % at 8 µM | hit rate 0.34% among 200,000; in the data active = activation above about 22%;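 note: 0% = vehicle and 100% = reference agonist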
Starred values were filed as active, the others as inactive; i = inactive; · = not tested or not shown.

Second line of a record: bIAP inhibitor | STAT1 blocker | PPARg SRC1 recr | ROMK primary | STAT3 activator | PPARg SRC3 recr | STAT3 blocker | SRC2 TRFRET art | bIAP activator | TNAP act hi DEA | PPARg SRC2 recr
COc1ccc(Cl)cc1NC(=O)c1noc2c1CCCC2
    12 | -7 | 2 | 0.88 | 121 | -4 | -14 | 1549 | 0.9 | 1.1 | -1
CC1(C)CC(=O)C2=C(C1)NC(=O)NC2c1ccccc1 (centres undefined)
    -6 | 7 | 9 | -0.49 | 93 | 0 | 14 | 1683 | 1.1 | 1 | 14
CCN(CC)c1ccc(C=C2C(=O)OC3(CCCC3)OC2=O)cc1
    26 | 6 | -8 | · | 102 | 1 | -1 | 1468 | 0.7 | 1 | -5
CCOC(=O)/C(=C/c1ccco1)NC(=O)c1ccc(Br)o1
    -1 | -2 | 5 | -1 | 107 | -3 | -3 | 1408 | 1 | 1 | -8
CCOC(=O)C1=C(C)NC(=O)NC1c1ccc2c(c1)OCO2 (centres undefined)
    6 | 5 | 10 | 0.66 | 104 | 4 | -2 | 1446 | 0.9 | 1 | 1
O=C(COc1ccccc1[N+](=O)[O-])N/N=C/c1ccccn1
    15 | 3 | 0 | -0.12 | 88 | 7 | 16 | 1502 | 0.8 | 1 | 2
Cc1cc(C)cc(NC(=O)C2CC(=O)n3ncnc3N2)c1 (centres undefined)
    -5 | -11 | -1 | · | 100 | -1 | 3 | 1601 | 1.1 | 1.1 | -1
S=C(Nc1ccc(Oc2ccccc2)cc1)NC1CCCCCC1
    -5 | -8 | -2 | · | 99 | 3 | -1 | 1415 | 1 | 1.1 | 1
Nn1c(Cc2cccc3ccccc23)nnc1SCc1ccc(Cl)c(Cl)c1
    -6 | 0 | -3 | -1.6 | 97 | -1 | 2 | 1520 | 1.1 | 1.1 | 2
CNC(=O)Cn1ncc2c(C)n(Cc3ccc(C)cc3)c(C)c2c1=O
    2 | -3 | -9 | · | 100 | -2 | 5 | 1741 | 1 | 1.1 | 0

Profiles as entered above.
Shown for `CCOC(=O)C1=C(C)NC(=O)NC1c1ccc2c(c1)OCO2` (centres undefined) : bIAP inhibitor = 6; STAT1 blocker = 5; PPARg SRC1 recr = 10; ROMK primary = 0.66; STAT3 activator = 104; PPARg SRC3 recr = 4; STAT3 blocker = -2; SRC2 TRFRET art = 1446; bIAP activator = 0.9; TNAP act hi DEA = 1; PPARg SRC2 recr = 1
Shown for `Cc1cc(C)cc(NC(=O)C2CC(=O)n3ncnc3N2)c1` (centres undefined) : bIAP inhibitor = -5; STAT1 blocker = -11; PPARg SRC1 recr = -1; ROMK primary = ·; STAT3 activator = 100; PPARg SRC3 recr = -1; STAT3 blocker = 3; SRC2 TRFRET art = 1601; bIAP activator = 1.1; TNAP act hi DEA = 1.1; PPARg SRC2 recr = -1
Shown for `O=C(COc1ccccc1[N+](=O)[O-])N/N=C/c1ccccn1` : bIAP inhibitor = 15; STAT1 blocker = 3; PPARg SRC1 recr = 0; ROMK primary = -0.12; STAT3 activator = 88; PPARg SRC3 recr = 7; STAT3 blocker = 16; SRC2 TRFRET art = 1502; bIAP activator = 0.8; TNAP act hi DEA = 1; PPARg SRC2 recr = 2

Next section:
Second line of a record: bIAP inhibitor | STAT1 blocker | PPARg SRC1 recr | ROMK primary | STAT3 activator | PPARg SRC3 recr | STAT3 blocker | SRC2 TRFRET art | bIAP activator | TNAP act hi DEA | PPARg SRC2 recr
COc1ccccc1N(C)S(=O)(=O)c1ccc(C(=O)OCC(=O)NCc2ccco2)cc1
    2 | -4 | -4 | -2.2 | 102 | -9 | 0 | 1454 | 1 | 1 | 3
O=c1c2ccccc2sc2nc(C3CCCCC3)n(Cc3ccco3)c(=O)c12
    -2 | 1 | -2 | · | 110 | -2 | -5 | 1411 | 1 | 1 | -4
O=C(Nc1nccs1)c1ccc(N2C(=O)C3CCCCC3C2=O)cc1 (centres undefined)
    -4 | -29 | 0 | -0.29 | 103 | -3 | -2 | 1468 | 1 | 1 | -4
CC(C)(C)c1cc(CN(CCO)CCO)cc(C(C)(C)C)c1O
    7 | 6 | 4 | · | 93 | 9 | 11 | 1513 | 0.9 | 1 | -2
O=C(c1cc2c(s1)CCCC2)N1CCN(C(=O)C2CCCO2)CC1 (centres undefined)
    -8 | 5 | -2 | 0.55 | 103 | -3 | 0 | 1522 | 1.1 | 1 | 3
O=c1c(-c2n[nH]c(=S)n2-c2ccccc2)cccn1Cc1cccc(Cl)c1
    30 | 4 | 16 | 1.4 | 83 | 6 | 26 | 1986* | 0.7 | 1 | 12
C#Cc1ccc([C@@H]2C=C(C(=O)N3CCN(Cc4ccccc4)CC3)O[C@H](OCCCCO)C2)cc1
    0 | 8 | 3 | · | · | 4 | · | 1590 | 1 | 1 | 7
O=C(CNC(=O)c1ccc(Br)cc1)NCCc1nc2ccccc2[nH]1
    7 | 4 | 0 | 0.089 | 98 | -7 | 8 | 1412 | 0.9 | 1 | -1
COc1ccccc1N(C(=O)CN1C(=O)c2ccccc2S1(=O)=O)C(C(=O)NCC1CCCO1)c1ccc(F)cc1 (centres undefined)
    -4 | -1 | -1 | -0.92 | 99 | 5 | 10 | 1710 | 1 | 1 | 5
COc1ccc(OC)c(Nc2cc(C)nc3ccccc23)c1
    36 | 5 | 7 | -0.92 | 96 | 0 | 7 | 1497 | 0.6 | 1.1 | 2
Cc1ccc2nsnc2c1N
    5 | 1 | 9 | 0.054 | 132 | 0 | -28 | 1614 | 1 | 1 | 6
C[N+]1(CC(=O)Nc2ccccc2Cl)CCN(C(=O)c2cccs2)CC1
    16 | 0 | -3 | -0.016 | 97 | -7 | 4 | 1609 | 0.8 | 1 | 4
Cc1nn(-c2ccccc2)c(Cl)c1/C=N/Nc1nc2ccccc2[nH]1
    30 | -130 | 0 | 0.54 | 83 | 3 | 22 | 1673 | 0.7 | 1 | 4
CCOC(=O)N1CCN(Cc2nc3c(c(=O)[nH]c(=O)n3C)n2Cc2ccccc2C)CC1
    3 | 16 | 5 | · | 110 | -2 | -2 | 1481 | 1 | 1.1 | 3
Cc1ccc(-n2ncc3c(N4CCC5(CC4)OCCO5)ncnc32)c(C)c1
    29 | 6 | 5 | · | 95 | 4 | 14 | 1622 | 0.7 | 1.1 | 0
CNC(=O)c1nnsc1S(=O)(=O)c1ccc(Cl)cc1
    -13 | 11 | -5 | -5.6* | 82 | 3 | 28 | 1633 | 1.1 | 1 | 3
Nc1c2c(nc3sc4c(c13)CCCCC4)CCCCC2
    3 | -51 | 5 | · | 106 | 3 | -4 | 1765 | 1 | 1.1 | -1
C/C=C/C=N/Nc1nc(-c2ccc([N+](=O)[O-])cc2)cs1
    13 | 3 | -2 | · | 86 | 1 | 19 | 1523 | 0.9 | 0.9 | -5
COc1ccc(/C=N/NC(=O)c2c([N+](=O)[O-])c(C)nn2C)cc1
    24 | 9 | 6 | -0.31 | 100 | 6 | 0 | 1516 | 0.8 | 1 | 4
COc1cccc(Nc2nc3ccc(OC)cc3s2)c1
    38 | -33 | 5 | -0.16 | 98 | 2 | 3 | 1484 | 0.6 | 1 | 1
COc1ccc2c(CC(=O)Nc3nnc(C4CC4)s3)coc2c1
    3 | 7 | -2 | 0.24 | 93 | -1 | 12 | 1330 | 1 | 1 | 4
O=C(N/N=C/c1ccco1)c1ccccn1
    -13 | -15 | -6 | -0.24 | 109 | 1 | -3 | 1370 | 1.1 | 1 | -2
CCC(=O)NC(=S)Nc1ccccc1C(=O)NC1CCCCC1
    -2 | -3 | -2 | · | 103 | 3 | -5 | 1676 | 1 | 1 | -5
CCN(CC)S(=O)(=O)c1ccc(NC(=O)c2ccc(NS(C)(=O)=O)cc2)cc1
    4 | -2 | 4 | · | 92 | 3 | 12 | 1510 | 1 | 1 | 7
CNC(=O)c1ccc2c(c1)nnn2C
    2 | -2 | -7 | 0.02 | 105 | -1 | -1 | 1538 | 1 | 1 | -7
Cc1ccc(C(=O)/C=C2/NC(=O)CS2)cc1
    2 | -14 | 1 | 0.2 | 103 | -1 | -1 | 1371 | 1 | 1 | -4
CCCS(=O)(=O)n1nc(-c2ccc(OC)cc2)cc1N
    6 | -11 | 0 | · | 101 | -4 | 3 | 1503 | 0.9 | 1.1 | -7
O=C(Nc1ccc(O)c2c(=O)cc(-c3ccccc3Cl)oc12)c1cccc(Cl)c1
    4 | -2 | 7 | -0.18 | 96 | 4 | 2 | 1464 | 1 | 1 | 11
CN(C)c1ccc(NC2=C([N+](=O)[O-])CS(=O)(=O)C2)cc1
    -1 | 2 | 4 | 1.2 | 105 | 0 | -9 | 1188 | 1 | 1.1 | -3
O=C(Cc1cccc2ccccc12)N/N=C/c1ccc(O)c([N+](=O)[O-])c1
    15 | 2 | -2 | -0.22 | 108 | 2 | -7 | 1473 | 0.8 | 0.9 | 4
COc1ccc(N(CC(=O)O)S(=O)(=O)c2ccc(OC)c(OC)c2)cc1
    2 | -2 | 2 | -0.088 | 102 | 5 | -1 | 1525 | 1 | 1 | 3
O=c1[nH]cnc2ccccc12
    0 | -8 | i | 0.33 | 100 | i | 11 | i | 1 | 1 | i
CCOCC(=O)N1CCN(c2ccccc2OC)CC1
    0 | -6 | 1 | -0.42 | 95 | 7 | 10 | 1643 | 1 | 1 | 13
CCOc1ccc(/C=N/NC(=O)CNC(=O)c2ccc(S(=O)(=O)N3CCOCC3)cc2)cc1
    7 | -8 | 4 | 1.1 | 96 | 4 | 11 | 1588 | 0.9 | 1.1 | 3
CCOC(=O)C1CCN(CC(=O)Nc2c(C(=O)OC)[nH]c3ccccc23)CC1
    5 | 10 | -4 | -1.3 | 90 | -4 | 20 | 1421 | 1 | 1.1 | -3
CCN1C(=O)/C(=C\N2CCCCCC2)SC1=S
    5 | -13 | 1 | · | 119 | -4 | -20 | 1646 | 1 | 1 | 2
C=CCNC(=S)/N=c1\sccn1C
    4 | -1 | 6 | · | 98 | -5 | 6 | 1596 | 1 | 1.1 | 3
Oc1csc(Cc2nc(-c3ccc4ccccc4c3)cs2)n1
    6 | -32 | 1 | 0.15 | 163* | 8 | -65 | 1547 | 0.9 | 1 | 10

High-throughput results deposited in PubChem by several laboratories.
